ASAP1 GAP inh = blocks human ASAP1-stimulated Arf1 GTP hydrolysis; Q9ULH1; GDP FP detection; inhibition, % at 16.5 µM; 360,000 compounds, 0.19% hits; in the data active = inhibition above about 25%;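 note: 0% = vehicle with enzyme and substrate and 100% = no enzyme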
Target sequence (Q9ULH1 325-724 limits assumed): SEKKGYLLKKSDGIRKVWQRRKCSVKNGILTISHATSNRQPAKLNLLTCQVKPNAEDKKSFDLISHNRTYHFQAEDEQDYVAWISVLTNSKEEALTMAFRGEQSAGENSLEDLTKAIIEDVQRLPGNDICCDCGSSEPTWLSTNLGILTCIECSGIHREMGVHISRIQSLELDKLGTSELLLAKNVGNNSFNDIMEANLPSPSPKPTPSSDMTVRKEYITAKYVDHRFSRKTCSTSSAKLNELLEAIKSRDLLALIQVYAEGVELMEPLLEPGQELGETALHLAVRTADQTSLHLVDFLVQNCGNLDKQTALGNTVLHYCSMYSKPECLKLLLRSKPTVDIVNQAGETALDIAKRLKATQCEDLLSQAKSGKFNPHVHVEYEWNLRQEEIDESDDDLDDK
NPR2 activator = GC-B (human) receptor activation. AID 1920062. HEK293-GC-B cells, CNP EC30, cGMP TR-FRET; 0% at EC30 CNP, 100% saturating CNP. P20594. 370,000 compounds, 0.11% hits. activation, % at 10 µM;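 active = activation at 10 µM reaching about 35% in either raw or pattern-adjusted values, limit read from the data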
GAA850 FXN act = frataxin GAA850 promoter activation | HEK293 lucGAA850 FXN promoter luciferase reporter, 24 h; percent of 10 µM SAHA response | activation, % at 6 µM | 360,000 compounds, 0.56% hits;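 active = activation above the average of all compounds screened plus 3 SD, cutoff fixed separately per campaign, cut at about 7.5% in these data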;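 note: 0% = DMSO wells and 100% = 10 µM SAHA wells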
ADAM10 inh = inhibits human ADAM10; O14672; inhibition, % at 7 µM; AID 720582; 370,000 compounds, 0.62% hits; recombinant ADAM10, EDANS/DABCYL FRET peptide cleavage, 3 h;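 active = inhibition above a per-campaign cutoff equal to the mean of compounds falling between control-based bounds plus 3 SD, cut at about 20% in these data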;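 note: 0% = DMSO wells while the 100% control is not disclosed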
proKLK7 act = activators of human kallikrein-7 zymogen; P49862; purified proKLK7, EDANS-DABCYL substrate fluorescence; 100% is mature enzyme control, 0% vehicle; activation, % at 7 µM; 370,000 compounds, 0.9% hits; AID 652039;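 active = activation above the mean of all tested compounds plus 3 SD, computed per campaign excluding outliers beyond control limits, cut at about 13% in these data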
Tn6 DDE FP = disrupts Tn6 cyclic peptide binding to fibrin D-Dimer-E complex; P02675; Fibrin DD(E) TRITC-Tn6 fluorescence polarization displacement; inhibition, % at 8.3 µM; 370,000 compounds, 0.21% hits;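 active = inhibition above a per-campaign cutoff: mean of compounds within control limits plus 3 SD, cut at about 15% in these data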;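 note: 0% = median of all compound wells on the plate and 100% = blocking peptide control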
rCAG binder = binds r(CAG) RNA repeats. r(CAG) RNA repeat, TO-PRO-1 dye displacement fluorescence. 370,000 compounds, 1.3% hits. inhibition, % at 3 µM;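 active = inhibition above the plate cutoff, the mean of all test compounds on that plate plus 3 SD, cut at about 35% in these data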;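 note: 0% = DMSO alone and 100% = 100 µM mitoxantrone as full dye displacement; higher means more dye released from RNA so lower well fluorescence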
ARFGAP1 inhibitor = rat ARFGAP1 inhibition | Q62848 | Arfgap1-stimulated ARF1 GTP hydrolysis, GDP FP detection | inhibition, % at 16.5 µM | 360,000 compounds, 0.26% hits | AID 651572;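 active = inhibition above a per-plate limit, mean inhibition of low control wells plus 3 SD, cut at about 25% in these data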;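 note: 0% = DMSO wells with enzyme and 100% = wells lacking Arfgap1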
Target sequence (Q62848 1-136 limits assumed): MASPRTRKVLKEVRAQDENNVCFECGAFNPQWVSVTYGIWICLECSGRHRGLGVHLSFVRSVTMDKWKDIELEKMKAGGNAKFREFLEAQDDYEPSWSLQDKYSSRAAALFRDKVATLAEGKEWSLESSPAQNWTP
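material = rat Arfgap1 catalytic domain, aa 1-136 | also added = human ARF1(Δ1-17)-GTP substrate | compound dosing = one concentration, 16.5 µM, DMSO 1.26% | times = GTP hydrolysis reaction 2 h at 25 °C | measured by = FP, GDP Alexa 633 tracer displaced from anti-GDP antibody, 620/688 nm | evaluation = percent inhibition of Arfgap1-stimulated GTP hydrolysis | replication = single well per compound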
sPLA2-III inh = Inhibits HGIII-sPLA2 liposome hydrolysis, primary screen; Q9NZ20; QFRET BODIPY PC-A2 liposome hydrolysis, fluorescence; inhibition, % at 12.2 µM; 370,000 compounds, 0.56% hits; AID 743126;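 active = inhibition above mean plus 3 SD of compounds lying within the high and low control bounds, cut at about 19% in these data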;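 note: 0% = median of test compound wells and 100% = no enzyme DMSO wells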
Target sequence (Q9NZ20 whole entry, looked up): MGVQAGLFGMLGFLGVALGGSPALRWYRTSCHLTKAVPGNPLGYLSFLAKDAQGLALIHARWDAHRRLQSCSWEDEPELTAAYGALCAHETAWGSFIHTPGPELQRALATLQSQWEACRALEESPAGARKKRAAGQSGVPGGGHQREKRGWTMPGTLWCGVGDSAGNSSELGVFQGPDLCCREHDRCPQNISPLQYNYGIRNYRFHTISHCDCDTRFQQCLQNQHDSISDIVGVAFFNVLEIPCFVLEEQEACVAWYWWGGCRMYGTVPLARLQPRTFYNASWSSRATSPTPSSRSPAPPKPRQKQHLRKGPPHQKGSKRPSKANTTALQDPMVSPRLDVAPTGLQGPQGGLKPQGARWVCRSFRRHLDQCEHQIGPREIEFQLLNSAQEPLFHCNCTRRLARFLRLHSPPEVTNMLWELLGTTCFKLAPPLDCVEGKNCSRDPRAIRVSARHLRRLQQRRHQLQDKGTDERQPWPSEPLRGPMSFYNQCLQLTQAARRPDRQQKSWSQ
NPR1 activator = GC-A (human) enzyme activation. activation, % at 10 µM. AID 1671463. HEK293 GC-A cells, cGMP TR-FRET, EC30 ANP; 0% at EC30 ANP, 100% saturating ANP. 370,000 compounds, 0.14% hits; in the data active = activation above about 40%
* = called active by the depositor; i = inactive.

Sequence of screens: ASAP1 GAP inh, NPR2 activator, GAA850 FXN act, ADAM10 inh, proKLK7 act, Tn6 DDE FP, rCAG binder, ARFGAP1 inhibitor, sPLA2-III inh, NPR1 activator
CCOC(=O)c1ccc(NC(=S)N2CCCC(C(=O)OCC)C2)cc1 (configuration not stated)
→ 15, 4, -0.5, -4, -0.2, -1, -2, -2, 5, 0
CC(=O)Nc1ccc2c(c1)nc(CN1CCCC1)n2C
→ 12, 4, -0.8, -9, -0.2, -8, -3, 11, -3, -1
COC(=O)c1cncc(O)c1
→ 6, -2, -1.5, 0, -0.1, 8, 1, -1, -2, -1
COc1ccc(OC)c(CN(CCN2CCOCC2)C(=O)Nc2cccc(Cl)c2)c1
→ 12, -14, -0.1, -5, -0.2, 2, -2, -11, -2, -22
CC(=O)c1sc(NC(=O)c2cc(-c3ccccc3)nn2-c2ccccc2)nc1C
→ 0, -6, -2.0, -10, -0.8, 0, -3, 8, 2, 0
Cc1ccc(S(=O)(=O)N/N=C\c2cc3c(cc2Br)OCO3)cc1
→ -5, -2, 0.4, 7, 0.0, 9, 6, -5, -7, -1
CCOC(=O)CCn1nnc(N)n1
→ -2, 4, -0.3, -4, -0.2, -2, -1, 11, 2, 2
O=C(NCc1ccccc1)c1onc(CSc2nc3ccccc3[nH]2)c1C(=O)NCc1ccccc1
→ 6, -8, -0.6, 24*, 0.6, -11, 4, -4, -32, -6
COc1ccc(CC(=O)NC(C)c2nnc(SCC(=O)Nc3cc(C)ccc3OC)n2C)cc1 (configuration not stated)
→ 1, -6, -1.3, 1, -0.3, -10, -6, 5, 3, -3
COC(=O)CNC(=O)C(NC(=O)OCc1ccccc1)C(C)C (configuration not stated)
→ 13, 1, 2.0, 2, 0.3, -1, -3, 5, 6, 0
COC(=O)c1ccc(COc2ccc(/C=N/O)cc2)o1
→ -4, 1, 2.7, 0, 0.4, -5, 0, 5, -2, 3
C=CCNC(C(=O)Nc1cccc(OC)c1)c1ccccc1 (configuration not stated)
→ -13, -8, 0.5, -1, 0.0, 1, 1, 5, 3, -15
C=CCNC(=O)c1ccc(N(Cc2ccc(Cl)cc2)S(C)(=O)=O)cc1
→ 11, 2, 3.6, 0, 0.2, -3, -2, 2, -9, -4
O=C(NN1C(=O)C2C3C=CC(C4CC34)C2C1=O)c1cccc(Br)c1 (configuration not stated)
→ -7, 3, 2.4, 5, 0.0, 1, 9, 2, -1, 7
O=C(NCCCN1CCOCC1)C1CCN(S(=O)(=O)c2cccc(C(F)(F)F)c2)CC1
→ -8, 4, -0.5, 0, 0.5, 0, -1, -4, 6, 4
CC(=O)Nc1cccc2c1C(=O)N(c1cccc(C)c1)C2=O
→ -7, -5, 1.8, 1, 0.2, 15, -2, 3, 5, 2
Cc1onc(-c2c(F)cccc2Cl)c1C(=O)NC(=S)NCc1cccnc1
→ -18, -4, 1.2, 1, 0.1, 7, -6, -2, 4, -8
CCOC(=O)c1ccc(N2C=C(C(=O)OC)C(c3ccc(OC)c(O)c3)C(C(=O)OC)=C2)cc1
→ 7, 3, 2.3, -5, -0.6, -1, 8, 3, -3, 10
O=C(O)c1ccccc1C(c1ccc(O)cc1)c1ccc(O)cc1
→ -9, -3, 0.3, 2, -1.0, 1, 4, 3, 9, 3
Cc1ccc(S(=O)(=O)NC(=O)N(C)C2CCCCC2)cc1
→ 4, 0, -0.3, 1, 0.4, 4, 1, -2, 1, 1
C=CCNC(=O)CC1Nc2c3ccccc3nc(=S)n2C1=O (configuration not stated)
→ -11, 5, 0.0, -14, 0.4, -6, 2, 4, 10, 2
CCOC(=O)C1ON2CCCCC2C1(O)C(F)(F)F (configuration not stated)
→ -3, 5, 3.0, 1, -0.2, 3, -1, 2, -3, -3
CCOc1ccc(NC(=O)CSc2ncc(-c3ccc(F)cc3)n2Cc2ccco2)cc1
→ -3, 0, -4.2, 18, -0.2, -7, -2, 12, -16, -2
CCOc1ccc(NC(=O)Nc2ccc3c(c2)N(C)C(=O)CS3)cc1
→ -4, 14, -2.0, -5, -0.5, -5, 7, 5, -10, 0
Cc1ccc(SCc2cc(=O)[nH]c(/N=C(\N)Nc3cccc4ccccc34)n2)cc1
→ 4, 4, 1.7, 1, -0.5, 3, 4, -4, 0, -6
CCOC(=O)c1c(SC)[nH]c2c(Cl)cccc2c1=O
→ -5, 6, 0.7, 2, 0.7, 4, -2, 7, 2, 6
Clc1cccc(CNc2ccn3nc(-c4ccccc4)cc3n2)c1
→ 11, 0, 2.5, -124, -0.3, 2, 3, 1, -33, -2
Cc1ccc(OC(=O)CCC(=O)Nc2ccc(C(N)=O)cc2)cc1
→ 18, 3, 0.6, 10, -0.3, 5, 2, 1, -1, -1
CC(=O)C(CC(=O)N1CCCC1)C(=O)Nc1ccc(Cl)cc1 (configuration not stated)
→ -5, 2, -1.2, -5, -0.5, -3, -1, 14, 11, 1
C=CCc1cccc(/C=N/c2ncn[nH]2)c1O
→ -8, -1, 1.8, -4, -0.2, 1, -1, -10, -2, 1
O=C(c1ccc([N+](=O)[O-])c(CS(=O)(=O)c2ccc(Cl)cc2)c1)N1CCCCC1
→ 0, -4, 4.0, 2, 0.2, -2, -2, 5, 0, 2
Cc1ccccc1C(=O)Nc1ccc2c(c1)C(=O)NC2=O
→ 3, -11, -1.1, i, -110, -4, -1, 0, -5, -5
O=C(/C=C/c1cccc(O)c1)c1cccnc1
→ -6, -5, 1.4, 1, -0.2, 0, -5, 12, 6, 1
Fc1ccc(CSc2ccc3nnc(-c4cccnc4)n3n2)cc1
→ -5, 7, 2.1, -50, -0.5, -1, -5, 0, 0, 5
O=C(CC1CC1)Nc1ccc2c(c1)[C@H]1C[C@H](CC(=O)N3CCc4ccccc4C3)O[C@@H](CO)[C@H]1O2
→ -3, 5, -0.3, -14, -0.5, -1, 6, -3, 7, 0
O=C(CN1C(=O)NC2(CCc3ccccc32)C1=O)Nc1ccc(Cl)cc1F (configuration not stated)
→ -2, 8, -2.1, -7, -0.2, -1, 3, 6, -3, 3
Cc1cc(NC(=O)c2cc3ccccc3o2)ccc1NC(=O)c1ccccc1
→ 18, 5, 0.7, -74, 0.4, 3, 1, 10, 2, 5
Cc1cc(C)n2nc(SCC(=O)c3c(N)n(CC(C)C)c(=O)n(C)c3=O)nc2n1
→ 3, 0, -1.2, -6, 0.4, 0, -1, -1, 5, -2
Cc1cnc(NC(=O)CSc2nnc(C)s2)s1
→ -13, -5, -2.5, 3, 0.0, 7, 0, 6, -1, 2
O=C1OC[C@H]2CCCN2C(=O)[C@@H](CC(=O)N(CCO)Cc2ccccc2)C/C=C\C[C@@H]1Cc1ccc(F)cc1
→ 1, 2, -0.9, 5, 0.1, 5, -12, 9, -5, 2
NC(=O)c1ccc(Nc2nc(C(N)c3ccccc3Cl)cs2)cc1 (configuration not stated)
→ -7, -5, 0.5, -31, -0.7, 4, 4, 8, -1, -10
Cc1ccc(C2=NS(=O)(=O)N(C)C(C(=O)NCc3ccccc3)=C2)cc1
→ -3, -4, -0.8, -15, -1.0, -1, 3, -6, -10, -4
O=C(CCS(=O)(=O)Cc1ccccc1F)NCCCN1CCCCC1
→ -2, 2, -2.8, -7, -0.2, -2, 0, -7, -2, 8
O=C(NCCn1ccc2ccccc21)c1cccc([N+](=O)[O-])c1
→ 6, -2, -0.2, 8, 0.1, 1, -4, 7, -15, 1
Cc1cc(C)n2nc(-c3ccccc3)c(-c3ccccc3)c2n1
→ 4, -4, 0.1, -5, 0.1, 3, -5, -8, 2, -9

Some of the entries so far, tab-delimited.
structure	ASAP1 GAP inh	NPR2 activator	GAA850 FXN act	ADAM10 inh	proKLK7 act	Tn6 DDE FP	rCAG binder	ARFGAP1 inhibitor	sPLA2-III inh	NPR1 activator
O=C(CN1C(=O)NC2(CCc3ccccc32)C1=O)Nc1ccc(Cl)cc1F (configuration not stated)	-2	8	-2.1	-7	-0.2	-1	3	6	-3	3
Cc1cc(NC(=O)c2cc3ccccc3o2)ccc1NC(=O)c1ccccc1	18	5	0.7	-74	0.4	3	1	10	2	5
Cc1cc(C)n2nc(SCC(=O)c3c(N)n(CC(C)C)c(=O)n(C)c3=O)nc2n1	3	0	-1.2	-6	0.4	0	-1	-1	5	-2
Cc1cnc(NC(=O)CSc2nnc(C)s2)s1	-13	-5	-2.5	3	0.0	7	0	6	-1	2
O=C1OC[C@H]2CCCN2C(=O)[C@@H](CC(=O)N(CCO)Cc2ccccc2)C/C=C\C[C@@H]1Cc1ccc(F)cc1	1	2	-0.9	5	0.1	5	-12	9	-5	2
NC(=O)c1ccc(Nc2nc(C(N)c3ccccc3Cl)cs2)cc1 (configuration not stated)	-7	-5	0.5	-31	-0.7	4	4	8	-1	-10
Cc1ccc(C2=NS(=O)(=O)N(C)C(C(=O)NCc3ccccc3)=C2)cc1	-3	-4	-0.8	-15	-1.0	-1	3	-6	-10	-4
O=C(CCS(=O)(=O)Cc1ccccc1F)NCCCN1CCCCC1	-2	2	-2.8	-7	-0.2	-2	0	-7	-2	8
O=C(NCCn1ccc2ccccc21)c1cccc([N+](=O)[O-])c1	6	-2	-0.2	8	0.1	1	-4	7	-15	1

Following part:
Sequence of screens: ASAP1 GAP inh, NPR2 activator, GAA850 FXN act, ADAM10 inh, proKLK7 act, Tn6 DDE FP, rCAG binder, ARFGAP1 inhibitor, sPLA2-III inh, NPR1 activator
CC(=N[C@@H]1CCCC[C@H]1N=C(C)c1ccccc1O)c1ccccc1O
→ -9, 8, 1.2, 0, -0.2, 4, 2, -6, 1, 2
CCc1ccc(-c2cc(C)no2)cc1S(=O)(=O)N1CCN(c2ccc(C(C)=O)cc2)CC1
→ 4, -9, 0.2, 14, -2.1, 4, 9, 6, 1, -35
COc1ccc([N+](=O)[O-])cc1Nc1c2ccccc2nc2ccccc12
→ 0, -13, 9.3*, i, 1.9, 1, 7, 8, 4, -2
COC(=O)C1=C(C)NC(=O)/C1=C/c1ccc(CNS(=O)(=O)c2ccc(C)cc2)o1
→ -3, 3, 2.0, -6, 0.7, -2, 7, 2, -10, -2
CCCCOc1ccc(NC(=O)[C@@H]2CCCN2C(=O)C2CCN(S(=O)(=O)c3ccc(C)cc3)CC2)cc1
→ 3, 5, 2.1, 3, -1.2, 0, 1, 8, -7, 2
CN(C(=O)C12CC3CC(CC(C3)C1)C2)C1(C)CCS(=O)(=O)C1 (configuration not stated)
→ -5, 5, 4.0, -2, -0.1, 15*, 0, -11, 2, -4
COc1cc(/C=C2\C(=N)N3N=C(S(C)(=O)=O)SC3=NC2=O)ccc1OCCOc1ccc(C)cc1
→ -10, 1, 0.1, -7, -0.6, 8, 24, 8, -7, -9
Cc1ccnc2nc(C(=O)NC3CCCc4ccccc43)nn12 (configuration not stated)
→ 12, 1, -1.4, 5, -0.6, -2, -2, 5, 2, -1
Cc1ccc2c(c1)C1CN(C)CCC1N2C(=S)NC(=O)c1ccc(Cl)cc1Cl (configuration not stated)
→ -2, -1, 0.3, -2, 0.5, -4, 11, -1, 0, 1
FC(F)Oc1ccccc1NC(=S)NCc1ccco1
→ -3, -4, -1.8, -1, 0.5, 4, 4, 4, 7, 0
Cn1ncc([N+](=O)[O-])c1C(=O)Nc1ccccc1
→ -10, 1, 0.7, 4, 0.4, 1, -3, -3, 1, -2
CCOc1ccc(NC(=O)CCN2CCN(S(=O)(=O)c3ccc(OC)cc3)CC2)cc1
→ -9, 3, -0.3, 6, 0.8, -1, -4, 1, -2, 0

High-throughput results (PubChem BioAssay)
